# High-throughput results from PubChem BioAssay.
# N370S GC mod = qHTS Assay for Inhibitors and Activators of N370S glucocerebrosidase as a Potential Chaperone Treatment of Gaucher Disease; AID 2101, 2009; actives 0.092% (n = 330,000); Lysosomal acid glucosylceramidase (Homo sapiens), P04062; Potency, µM (titrated, usually from 59.4 µM), without a hit: at the top dose activity change, negative = inhibition, most hits filed as inhibitors; N370S GC spleen homogenate, 4MU-glucoside fluorescence;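 also: 0% = full enzyme activity and -100% = no enzyme basal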
# FEN1 inh = qHTS Assay for the Inhibitors of Human Flap endonuclease 1 (FEN1) | actives 0.35% (n = 390,000) | Recombinant FEN1 flap cleavage, fluorescence, 15 min | Potency, µM (doses to about 114 µM), for inactives: top-dose activity change, negative = inhibition, usual class: inhibitors | P39748; also: nearly all actives have a fitted effect of over 65% in size
# Target sequence (P39748 whole entry, looked up): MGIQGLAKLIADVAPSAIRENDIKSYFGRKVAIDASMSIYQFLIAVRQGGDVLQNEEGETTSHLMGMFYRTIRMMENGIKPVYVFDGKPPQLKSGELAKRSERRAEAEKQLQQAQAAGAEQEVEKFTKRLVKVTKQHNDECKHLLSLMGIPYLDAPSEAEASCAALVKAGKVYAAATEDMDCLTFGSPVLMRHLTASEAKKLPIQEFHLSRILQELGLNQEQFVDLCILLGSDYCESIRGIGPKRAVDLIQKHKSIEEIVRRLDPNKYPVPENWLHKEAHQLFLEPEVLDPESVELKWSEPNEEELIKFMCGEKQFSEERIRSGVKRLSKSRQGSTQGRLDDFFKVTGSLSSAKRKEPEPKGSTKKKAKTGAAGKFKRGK
#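 Steps: FEN1 (10 nM) dispensed; compound added by pin tool; 15 min at room temperature; substrate added to 50 nM final; reads at 0 min and 15 min; data normalized and fitted (four-parameter Hill).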
# DT40 TDP1 CPT = qHTS for Inhibitors of human tyrosyl-DNA phosphodiesterase 1 (TDP1): qHTS in cells in presence of CPT; Potency, µM (top dose mostly 46.2 µM), for inactives: top-dose activity change, negative = growth inhibition, most hits filed as inhibitors; AID 686979, 2013; actives 12% (n = 420,000); chicken DT40 Tdp1-/-;hTDP1 cells + 20 nM CPT, ATP luminescence, 48 h; also: nearly all actives have a fitted effect of over 55% in size
#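 Chicken DT40 Tdp1-/- cells complemented with human TDP1, 400 cells/well, exposed to compounds plus 20 nM camptothecin for at least 48 h at 37 C; viability read as ATP content by CellTiter-Glo luminescence.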
# * hit, by the source's call; ? = inconclusive; nt = no result given; & = joins results of further samples; [ ] = remark or other dose. Calls follow the shape of the dose curve; as a rule, active = well fitted curve in the direction sought with a large enough effect; inconclusive = small, poorly fitted or top-dose-only effect, or another doubt; inactive = no such curve, though single readings can be large; an effect the other way counts as inactive or inconclusive. Unless noted, % is scaled to controls: 0 for no effect and ±100 for the full control effect; potency is read from the fitted curve at half-maximal effect. Only part of the results is shown (hit frequency here may not be typical).
SMILES,N370S GC mod,FEN1 inh,DT40 TDP1 CPT
CCOC(=O)C(C(=O)c1ccccc1)C1CC(C)NC(=S)N1 (configuration not stated),-4%,8%,-1%
O=C(O)c1ccc(-c2nnn(Cc3cccc(C(F)(F)F)c3)n2)cc1,-1%,22%,-6%
CCOCCCNC(=O)Cn1cnc2c(cnn2-c2ccc(F)cc2)c1=O,-5%,-5%,2%
CCCNC(=O)CN1CCN(S(=O)(=O)c2ccc(Br)s2)CC1,nt,13%,-7%
O=S1(=O)CCC(NC2CCCC2)C1 (configuration not stated),-3%,-6%,11%
N#Cc1ccc(N2CCc3ccccc3C2)c([N+](=O)[O-])c1,-12%,13%,-13%
S=c1[nH]ncn1/N=C/c1ccccc1,5%,1%,?
Cc1ccc(CCSCC(=O)O)cn1,-5%,9%,-3%
O=S(=O)(c1ccccc1)N1N=C(c2ccc(O)cc2)CC1c1ccco1 (configuration not stated),-1%,5%,8.2µM*
Cc1ccc(Cc2ccccc2C(=O)O)cc1,nt,9%,-17%
Cc1cccc(NS(=O)(=O)c2ccc(C(=O)NCC(c3ccco3)N(C)C)cc2)c1C (configuration not stated),-6%,0%,?
CCC(=O)NC(c1cccs1)c1ccc2cccnc2c1O (configuration not stated),5%,12%,2.9µM*
Cc1cc(C)cc(N(CC(=O)N2CCCCCC2)S(C)(=O)=O)c1,1%,22%,31%[activator]
Cc1cccc2c(=O)c(Br)c(C)n(Cc3ccccc3)c12,-4%,-9%,-10%
CCC1=NN(C(=O)Cc2ccc([N+](=O)[O-])cc2)C(O)(c2ccncc2)C1 (configuration not stated),?,1%,9%
COc1cccc(-c2cc(CC3(O)CCN(CCCc4ccccc4)CC3)on2)c1,-1%,-3%,-14%
Cn1nc(C(=O)OCC(=O)Nc2cc(Cl)ccc2C#N)c2ccccc2c1=O,nt,15%,-2%
CC1=C(C(=O)OC(C)C)C(c2ccc(C)o2)C(C(=O)OC(C)C)=C(C)N1,23%,?,-29%
CCOc1ccc(CN2CCN(S(=O)(=O)c3ccc(Cl)cc3)CC2)cc1,nt,-30%,?
CC(C)CCN1C(=O)CCC1(C)C(=O)NC1CCCCCC1 (configuration not stated),7%,6%,-24%
Cc1ccc(CNC(=O)c2c(-c3ccccc3)noc2C)cc1,1%,-7%,8%
COc1ccc(S(=O)(=O)N(Cc2cccs2)C2CCCC2)cc1,12%,-10%,18µM*
Cc1cc(C(=O)Nc2ccc(Cl)cc2)c2c(C)nn(-c3ccccc3)c2n1,nt,1%,9.2µM*
CCC(=O)OCC(=O)C1(OC(=O)CC)[C@H](C)C[C@H]2[C@H]3[C@H]([C@@H](O)C[C@@]21C)[C@@]1(C)C=CC(=O)C=C1C[C@H]3Cl (some centres not stated),-6%,-15%,-14%
OC(CSc1ccccc1)CN1CCN(c2ccccc2)CC1 (configuration not stated),nt,-4%,?

# 22 entries out of the list, sorted by molecular weight, high to low.
SMILES,N370S GC mod,FEN1 inh,DT40 TDP1 CPT
CCC(=O)OCC(=O)C1(OC(=O)CC)[C@H](C)C[C@H]2[C@H]3[C@H]([C@@H](O)C[C@@]21C)[C@@]1(C)C=CC(=O)C=C1C[C@H]3Cl (some centres not stated),-6%,-15%,-14%
Cc1cccc(NS(=O)(=O)c2ccc(C(=O)NCC(c3ccco3)N(C)C)cc2)c1C (configuration not stated),-6%,0%,?
CCCNC(=O)CN1CCN(S(=O)(=O)c2ccc(Br)s2)CC1,nt,13%,-7%
COc1cccc(-c2cc(CC3(O)CCN(CCCc4ccccc4)CC3)on2)c1,-1%,-3%,-14%
Cn1nc(C(=O)OCC(=O)Nc2cc(Cl)ccc2C#N)c2ccccc2c1=O,nt,15%,-2%
CCOc1ccc(CN2CCN(S(=O)(=O)c3ccc(Cl)cc3)CC2)cc1,nt,-30%,?
Cc1cc(C(=O)Nc2ccc(Cl)cc2)c2c(C)nn(-c3ccccc3)c2n1,nt,1%,9.2µM*
O=S(=O)(c1ccccc1)N1N=C(c2ccc(O)cc2)CC1c1ccco1 (configuration not stated),-1%,5%,8.2µM*
CC1=C(C(=O)OC(C)C)C(c2ccc(C)o2)C(C(=O)OC(C)C)=C(C)N1,23%,?,-29%
CCC1=NN(C(=O)Cc2ccc([N+](=O)[O-])cc2)C(O)(c2ccncc2)C1 (configuration not stated),?,1%,9%
COc1ccc(S(=O)(=O)N(Cc2cccs2)C2CCCC2)cc1,12%,-10%,18µM*
O=C(O)c1ccc(-c2nnn(Cc3cccc(C(F)(F)F)c3)n2)cc1,-1%,22%,-6%
Cc1cc(C)cc(N(CC(=O)N2CCCCCC2)S(C)(=O)=O)c1,1%,22%,31%[activator]
OC(CSc1ccccc1)CN1CCN(c2ccccc2)CC1 (configuration not stated),nt,-4%,?
CCOC(=O)C(C(=O)c1ccccc1)C1CC(C)NC(=S)N1 (configuration not stated),-4%,8%,-1%
CCC(=O)NC(c1cccs1)c1ccc2cccnc2c1O (configuration not stated),5%,12%,2.9µM*
CC(C)CCN1C(=O)CCC1(C)C(=O)NC1CCCCCC1 (configuration not stated),7%,6%,-24%
Cc1ccc(CNC(=O)c2c(-c3ccccc3)noc2C)cc1,1%,-7%,8%
N#Cc1ccc(N2CCc3ccccc3C2)c([N+](=O)[O-])c1,-12%,13%,-13%
Cc1ccc(CCSCC(=O)O)cn1,-5%,9%,-3%
S=c1[nH]ncn1/N=C/c1ccccc1,5%,1%,?
O=S1(=O)CCC(NC2CCCC2)C1 (configuration not stated),-3%,-6%,11%

# (listing goes on)
SMILES,N370S GC mod,FEN1 inh,DT40 TDP1 CPT
Cc1cnc(C(=O)OCC(=O)Nc2cc(S(=O)(=O)N3CCOCC3)ccc2Cl)cn1,nt,1%,-6%
COc1ccccc1C(=O)N/C(=C\c1cn(S(=O)(=O)N(C)C)c2ccccc12)C(=O)NCCCN1CCOCC1,?,-3%,?
CCOC(=O)C1CCN(C(=O)c2cccc(C(=O)N3CCC(C(=O)OCC)CC3)c2)CC1,-11%,-3%,?
CCOc1ccccc1NC(c1nnc(-c2ccccc2)o1)c1ccc(F)cc1Cl (configuration not stated),nt,-2%,?
Cc1cccc(NC(=S)NCc2ccc3c(c2)cc(C)n3C)c1C,16%,-2%,12µM*
Cc1cc(C(=O)NCc2ccc(S(N)(=O)=O)cc2)c(C)o1,9%,-2%,-7%
O=S(=O)(Nc1cc(S(=O)(=O)N2CCOCC2)ccc1NCC1CCCO1)c1ccccc1 (configuration not stated),nt,-9%,1%
Cc1cc(NC(=S)Nc2ccccc2)ccc1Br,-17%,-4%,-8%
CC(=O)Nc1ccc2c3c(cccc13)CC2,nt,1%,-46%
CC(C)[C@H](CO)Nc1nc(Nc2ccc(C(=O)O)c(Cl)c2)c2ncn(C(C)C)c2n1,1%,nt,4%
COc1ccc(CCc2nnc(N)s2)cc1OC,-6%,0%,-4%
CCOC(=O)/C(C#N)=C1\C(=O)N(Cc2ccccc2)c2ccccc21,8%,2%,9.2µM*
COc1ccc(-c2nc3nc(N)nn3cc2C)cc1F,1%,-2%,-19%
COc1cc(/C=C2/C(C)=C(C#N)c3nc(N)c(C#N)c(C)c32)ccc1OCC(=O)O,-16%,?,?
Cc1nc(SCC(=O)c2ccc(F)c(F)c2)[nH]c(=O)c1Oc1ccc(Cl)cc1,-9%,0%,-5%
CCc1ccc(CNC(=O)c2sc3ncnc(N(C)C4CCCCC4)c3c2C)cc1,nt,9%,?
O=C(COC(=O)C1CCCCC1)Nc1cccc(Br)c1,nt,9%,-10%
O=C(Nc1ccc(OCc2ccccc2)cc1)c1ccccc1,2%,1%,19%
CCCCC/C=C\C/C=C\C/C=C\C/C=C\CCCC(=O)O[C@@H](CO)COC(=O)CCCCCCCCCCCCCCCCC,-13%&0%,nt,0%[4.12 µM]
COc1ccccc1N1CCN(CCCCN2C(=O)c3ccccc3C2=O)CC1,5%&-12%&-6%,-5%,-4%&-19%&4%
O=C(NCc1ccco1)c1cccc2ccccc12,-7%,-11%,14%
CCCCC(=O)Nc1sc2c(c1C(N)=O)CCC2,?,-6%,-24%
CCNC(=O)CSc1nc2cc(S(=O)(=O)Nc3ccc(OC)cc3)ccc2o1,-17%,-1%,?
CCc1ccc(C(=O)OCC(=O)N(CCOC)c2c(N)n(Cc3ccccc3)c(=O)[nH]c2=O)cc1,12%,7%,-9%
CN(C)c1ccc(/C=C/C(=O)c2ccc(O)cc2)cc1[N+](=O)[O-],-11%,-3%,?
# (next part)
SMILES,N370S GC mod,FEN1 inh,DT40 TDP1 CPT
CCc1cc(C(=O)N2CCCC(Nc3ccc(F)c(F)c3)C2)n(C)n1 (configuration not stated),1%,4%,-4%
O=C(/C=C/c1ccc([N+](=O)[O-])cc1)NCCSCc1ccco1,-18%,-12%,?
Cc1cccc(C(=O)NCCc2nc3ccccc3n2Cc2ccc(Cl)cc2)c1,nt,-16%,21µM*
CCOc1ccc(S(=O)(=O)NCCC(=O)NCC(c2ccccc2OC)N2CCCC2)cc1 (configuration not stated),-11%,-1%,-26%
CCC(=O)N(CC(=O)Nc1sc(C)c(C)c1C(N)=O)C1CCCC1,7%,10%,23µM*
O=C1N[C@H](Cc2ccccc2)COC(=O)[C@H](Cc2ccc(F)cc2)C/C=C\C[C@H]1CC(=O)N(CCO)Cc1ccccc1,nt,-25%,?
CCOc1ccc(C(=O)Nc2ccc3nc(N(CC)CC)cc(C)c3c2)cc1,nt,-10%,18µM*
CS(=O)(=O)N1CCN(C(=S)NCc2ccc(Cl)cc2)CC1,-6%,4%,7%
Cn1c(SCc2ccc(Br)cc2)nnc1-c1cccs1,5%,-11%,-25%
O=C(NCc1ccccc1F)C1CCN(c2nn3cc(-c4ccc(F)cc4)nc3s2)CC1,nt,1%,-1%
COc1ccc(CC(=O)Nc2cc(NC(=O)Cc3ccc(OC)c(OC)c3)cc(C(=O)O)c2)cc1OC,-7%,0%,6%
O=C(NNC(=S)Nc1ccc(Cl)cc1Cl)c1ccc(N2CCOCC2)c([N+](=O)[O-])c1,7%,-11%,-2%
CNC(=O)c1cnc2sc(N3CCC(C)CC3)nn2c1=O,nt,-17%,0%
Cc1ccc(NC(=O)COC(=O)CCNS(=O)(=O)c2ccc(C)c(C)c2)cc1,25%,-11%,-4%
Cc1cccc(OCCCC(=O)Nc2ccc(N3CCCCC3)cc2)c1,3%,8%,-15%
CCC(C)(C)NC(=O)C(c1ccc(F)cc1)N(Cc1ccccc1)C(=O)c1cnccn1 (configuration not stated),-8%,7%,-20%
COc1ccc(/C=C(\NC(=O)c2ccc(C)cc2)C(=O)Nc2c(C)n(C)n(-c3ccccc3)c2=O)cc1,0%,18%,-10%
CCCNC(=O)c1ccc2nc(CCc3ccccc3)oc2c1,nt,-5%,?
COc1ccccc1/C=c1\sc2nc(-c3ccccc3OC)nn2c1=O,1%,0%,?
CC(=O)N1CCN(S(=O)(=O)c2cccc(C(=O)Nc3ccc4c(c3)CCC4)c2)CC1,10%,-5%,-30%
O=C(NN=Cc1ccccc1O)C(O)(c1ccccc1)c1ccccc1,nt,1%,23µM*
CC1Cc2ccccc2N1C(=O)Cn1cc([N+](=O)[O-])ccc1=O (configuration not stated),nt,-4%,11%
C/C=C/C=C\C(=O)Nc1cccc(C2=NOC3(C2)C[C@H](C(N)=O)N(C(=O)CC#N)C3)c1 (some centres not stated),11%,?,-14%
Cc1ccc(NC(=O)CSc2nc(=O)n3cc(C)ccc3n2)c(C)c1,-2%,6%,-7%
Cc1c(Cl)cccc1NC(=O)c1cccc(NC(=O)CCC(=O)O)c1,3%,0%,4%
Cc1cc(C)c(S(=O)(=O)N2CCC(n3c(C(F)(F)F)nc4cccnc43)CC2)c(C)c1,nt,-1%,?
CCCCn1c(N)c(C(=S)NC(=O)CC(C)(C)C)c(=O)n(C)c1=O,4%,2%,?
Cc1c(Cl)cccc1NC(=O)c1cc(S(=O)(=O)N2CCCCC2)cn1C,nt,1%,?
COc1ccc(-c2ccc(-c3cc(=O)oc4cc(OC)c(OC)c(OC)c34)cc2)cc1,-5%,-3%,-1%
Cc1cc(NC(=O)c2ccc([N+](=O)[O-])cc2Cl)no1,-16%,13%,-21%
